NPC1 prom act – NPC1 promoter activation; Huh7 NPC1 promoter luciferase reporter, 24 h; hit rate 2.4% among 320,000; AID 485313; Potency, µM (titrated, usually from 9.22 µM), without a hit: at the top dose activation, actives largely listed as activators;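 note: potency is the fitted concentration of half-maximal effect; % of control where 0% means no effect; nearly all actives have a fitted effect of over 60% in size; reporter is driven by a mutant NPC1 promoter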
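Stable NPC1-promoter luciferase Huh7 line; cpd (DMSO) 24 h, 37 °C, 5% CO2; Amplite luciferase reagent 10 min RT; luminescence readout. qHTS format.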
Rab9 promoter act – Rab9 promoter activation; Huh7 Rab9 promoter-luciferase reporter, luminescence, 24 h; Potency, µM (titrated, usually from 9.22 µM), without a hit: at the top dose activation, negative = inhibition, most hits filed as activators; hit rate 2.8% among 320,000; note: potency is the fitted concentration of half-maximal effect; % of control where 0% means no effect; nearly all actives have a fitted effect of over 60% in size
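Quantitative HTS format; Huh7 Rab9-luciferase reporter cells (1500/well) receive compound 2 h post-plating, incubate 24 h at 37 °C, then get luciferase reagent for 10 min before luminescence reading.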
RORg inh – ROR gamma (mouse) transcription inhibition; Drosophila S2 Gal4-RORgamma UAS-luciferase reporter, 20 h; Potency, µM (titrated, usually from 53.6 µM), for inactives: at the highest dose activity change, negative = inhibition, actives largely listed as inhibitors; hit rate 5.4% among 310,000; AID 2551; note: potency is the fitted concentration of half-maximal effect; % is set by controls: 0 for no effect and ±100 for the full control effect; nearly all actives have a fitted effect of over 60% in size
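Stably transfected Drosophila Schneider cells are the test system, with ROR gamma fused to Gal4 and luciferase under UAS control; luminescence is read after 20 hr of 700 uM copper sulfate induction at ambient temperature.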
ELG1 DNA repair – inhibitors of ELG1-dependent DNA repair in HEK293T cells | HEK293T ELG1-luciferase reporter, luminescence, 16 h; DNA damage induced by 5-fluorouridine | Potency, µM (series often up to 46.1 µM), inactives show at the highest dose activity change, negative = inhibition, usual class: inhibitors | hit rate 2.3% among 330,000; note: potency is the fitted concentration of half-maximal effect; % is set by controls: 0 for no effect and ±100 for the full control effect; nearly all actives have a fitted effect of over 55% in size
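Step one: seed 2,000 cells per well. Step two: pin-transfer compound or DMSO alongside 5-fluorouridine. Step three: incubate 16 hr, 37 °C, 5% CO2. Step four: add ONE-Glo, wait 30 min, read luminescence.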
Menin MLL FP TR – inhibitors of human menin-MLL interaction, mutant MLL peptide | hit rate 0.23% among 270,000 | Menin + Texas Red MLL mutant peptide, fluorescence polarization | Potency, µM (titrated, usually from 61.6 µM), for the others: top-dose FP activity change, negative = inhibition, usual class: inhibitors; active = well fitted inhibition curve with a large enough effect in the polarisation, with a control signal flat, not every such curve was filed as active; inconclusive = small, poorly fitted or top-dose-only effect, or effect the other way, or a change in a side signal; inactive = no such curve, though single readings can be large or run the other way; the % refers to the polarisation; note: potency is the fitted concentration of half-maximal effect; % of control where 0% means no effect; many of its hits are not listed in these tables
Target sequence (O00255 whole entry, looked up): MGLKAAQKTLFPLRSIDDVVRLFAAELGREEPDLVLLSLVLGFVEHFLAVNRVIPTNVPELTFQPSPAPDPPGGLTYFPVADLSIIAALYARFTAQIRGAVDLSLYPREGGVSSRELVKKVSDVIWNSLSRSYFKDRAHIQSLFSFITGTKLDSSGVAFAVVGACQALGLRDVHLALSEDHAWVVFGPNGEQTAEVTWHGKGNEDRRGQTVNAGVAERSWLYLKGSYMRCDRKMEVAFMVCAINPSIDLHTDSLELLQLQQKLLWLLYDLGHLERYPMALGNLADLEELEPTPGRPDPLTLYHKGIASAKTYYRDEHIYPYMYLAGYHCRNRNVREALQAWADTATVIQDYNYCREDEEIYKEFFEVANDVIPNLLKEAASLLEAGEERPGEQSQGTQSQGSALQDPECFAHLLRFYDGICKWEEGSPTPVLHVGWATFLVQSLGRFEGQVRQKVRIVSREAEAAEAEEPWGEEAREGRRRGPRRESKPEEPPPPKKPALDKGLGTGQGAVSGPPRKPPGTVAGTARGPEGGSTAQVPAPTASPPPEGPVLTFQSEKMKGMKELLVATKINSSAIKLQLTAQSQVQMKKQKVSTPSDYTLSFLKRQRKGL
KCNH2 3.1 inh – inhibitors of human KCNH2 3.1 potassium channel isoform; U2OS KCNH2 3.1, thallium flux FluxOr; stronger effect = lower value; activity change, % (tested at about 1.8 µM); hit rate 0.95% among 340,000; AID 720553;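 active = maximum activity change below -70%; inconclusive = maximum activity change from -70% to -50%; inactive = maximum activity change above -50%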;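 note: thallium influx rate constant from kinetic fluorescence after stimulation buffer; % is set by controls: 0 for no effect and ±100 for the full control effect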
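Thallium flux read-out: FluxOr dye with Red40 quencher in HBSS/HEPES, 45 min at RT. Rate constants from kinetic reads were normalized to positive and negative DMSO controls. Cells: U2OS virally expressing the 3.1 isoform.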
Mito fusion act – blocks mitochondrial division or promotes mitochondrial fusion; S. cerevisiae fusion-defective mutant growth rescue, CellTiterGlo 48 h; Potency, µM (doses to about 46.1 µM), for the others: at the highest dose growth rescue (activation), actives largely listed as activators; hit rate 0.23% among 320,000;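 note: potency is the fitted concentration of half-maximal effect; % of control where 0% means no effect; nearly all actives have a fitted effect of over 45% in size; temperature-sensitive fusion mutants such as fzo1-1 at 37 °C on non-fermentable ethanol glycerol medium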
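Yeast fusion mutant, YPEG (non-fermentable carbon), compound, 48 h at 37C non-permissive; CellTiterGlo added, 10 min RT, luminescence read. Rescued growth = division inhibition.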
PKM2 activator – PKM2 (human) enzyme activation; purified PKM2, Kinase-Glo ATP luminescence, activation; response scale: 0% is enzyme alone, no compound; Potency, µM (highest dose often 57.5 µM), for the others: at the top dose activation, most hits filed as activators; hit rate 0.34% among 260,000; P14618; AID 1631; note: potency is the fitted concentration of half-maximal effect; % is set by controls: 0 for no effect and ±100 for the full control effect; nearly all actives have a fitted effect of over 55% in size
Target sequence (P14618 whole entry, looked up): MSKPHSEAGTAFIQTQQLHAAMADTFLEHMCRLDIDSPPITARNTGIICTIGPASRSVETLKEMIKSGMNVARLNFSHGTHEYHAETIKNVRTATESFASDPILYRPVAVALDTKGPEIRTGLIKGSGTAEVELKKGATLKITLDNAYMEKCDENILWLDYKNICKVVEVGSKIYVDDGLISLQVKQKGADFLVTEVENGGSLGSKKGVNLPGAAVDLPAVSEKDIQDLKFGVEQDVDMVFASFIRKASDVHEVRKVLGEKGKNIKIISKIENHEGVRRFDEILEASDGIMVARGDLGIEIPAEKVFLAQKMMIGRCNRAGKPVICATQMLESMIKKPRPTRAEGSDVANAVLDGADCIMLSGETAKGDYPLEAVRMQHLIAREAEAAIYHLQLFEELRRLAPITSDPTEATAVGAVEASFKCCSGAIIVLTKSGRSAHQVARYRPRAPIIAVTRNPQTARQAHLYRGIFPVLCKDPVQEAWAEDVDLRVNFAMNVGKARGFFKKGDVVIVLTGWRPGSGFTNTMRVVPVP
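Purified hPK-M2 (>95%) run at intermediate activity with 0.1 mM ADP and 0.5 mM PEP in 50 mM imidazole pH 7.2, KCl, MgCl2; 1 h room temperature. ATP formed read by Kinase-Glo luminescence; normalized to uninhibited and no-enzyme controls.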
Gal4-VP16 FLuc – counter-screen for ROR gamma inhibitors: Gal4-VP16 reporter; Drosophila S2 Gal4-VP16 UAS-luciferase, luminescence, 20 h; Potency, µM (titrated, usually from 53.6 µM), without a hit: top-dose activity, negative = inhibition, usual class: inhibitors; hit rate 3.5% among 310,000;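 note: Gal4-VP16 expression switched on by copper sulfate through the metallothionein promoter; potency is the fitted concentration of half-maximal effect; % is set by controls: 0 for no effect and ±100 for the full control effect; nearly all actives have a fitted effect of over 50% in size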
MBNL1 CUG block – inhibitors of human MBNL1 binding to CUG repeat RNA. Q9NR56. TR-FRET MBNL1-His/biotin-(CUG)12 binding, 665/545 ratio. Potency, µM (doses to about 57.5 µM), inactives show top-dose activity change, negative = inhibition, hits mostly inhibitors. hit rate 0.036% among 280,000. AID 2675; active = well fitted inhibition curve with a large enough effect in the signal ratio, with a control signal flat, not every such curve was filed as active; inconclusive = small, poorly fitted or top-dose-only effect, or effect the other way, or a change in a side signal; inactive = no such curve, though single readings can be large or run the other way; the % refers to the signal ratio; note: potency is the fitted concentration of half-maximal effect; % is set by controls: 0 for no effect and ±100 for the full control effect
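Compounds (final 92 nM to 58 uM) are added to His-tagged MBNL1 and biotin-(CUG)12, then terbium anti-His antibody and streptavidin-XL665 (5 nM final). After 60 min at room temperature, the 665/545 nm ratio is read.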
FLuc modulator – firefly luciferase modulation, counter-screen for miR-21 project. P08659. purified FLuc, Km substrates, luminescence inhibition. Potency, µM (titrated, usually from 57.5 µM), for the others: top-dose activity change, negative = inhibition, most hits filed as inhibitors. hit rate 6.9% among 360,000;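 note: potency is the fitted concentration of half-maximal effect; plate controls were vehicle for no effect and reference inhibitor for full effect; nearly all actives have a fitted effect of over 55% in size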
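Biochemical qHTS of compounds, final roughly 60 µM downward over six points, against 10 nM purified firefly luciferase using Km concentrations of substrates (10 uM D-luciferin, 10 uM ATP) in Tris acetate pH 7.5 buffer; luminescence output.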
Numbers without * were called inactive; ? = inconclusive; / = no result given; & = joins results of further samples; [ ] = another dose, or the depositor's remark. Unless noted, calls come from the whole dose curve; as a rule, active = well fitted curve in the direction sought with a large enough effect; inconclusive = small, poorly fitted or top-dose-only effect, or another doubt; inactive = no such curve, though single readings can be large; an effect the other way counts as inactive or inconclusive. This is a subset, so the mix of outcomes need not match the whole.

SMILES	NPC1 prom act	Rab9 promoter act	RORg inh	ELG1 DNA repair	Menin MLL FP TR	KCNH2 3.1 inh	Mito fusion act	PKM2 activator	Gal4-VP16 FLuc	MBNL1 CUG block	FLuc modulator
CCOC(=O)c1cnc2cc(F)c(F)cc2c1N1CCOCC1	-1%	2%	-17%	-10%	-3%	7	0%	/	-6%	-4%	0%
O=c1cc(-c2cccnc2)oc2c1ccc1ccccc12	-6%	-11%	-11%	-19%	/	19	-11%	0%	-3%	4%	-21%
Cc1cccc(C)c1NC(=S)N1CCOCC1	-3%	0%	3%	?	/	7	-6%	2%	0%	9%	5%
CCOc1ccc(-c2cn(-c3ccc(OC)cc3)c(SC)n2)cc1	?	4µM*	9%[10 µM]	?	-15%	-11	11%	6%	-3%	/	5.4µM*
Cc1nc2c([nH]c3ccccc32)c(=O)n1N	-5%	-1%	5%	?	-5%	17	3%	2%	-6%	15%	-9%
Cc1ccc(-c2nnn(CC(=O)N(CC(=O)NC(C)C)c3cnc4ccccc4c3)n2)o1	0%	1%	-4%	12%	8%	4	0%	-7%	2%	2%	3%
COCc1cc(C)nc(SCC(=O)NCC2CCCO2)c1C#N (stereo unspecified)	0%	7%	-22%	10%	0%	2	16%	0%	14%	3%	0%
Cc1ccccc1-n1c(N)cc(=O)[nH]c1=S	0%	7%	5%	14%	13%	7	-5%	-1%	3%	-6%	3%
COc1ccccc1CNC(=O)C(CC(C)C)NS(=O)(=O)c1ccc2c(c1)oc(=O)n2C (stereo unspecified)	-2%	-1%	1%	1%	5%	5	-1%	-12%	3%	-10%	0%&-1%
CCOC(=O)C1(Cc2ccc(OC)cc2)CCN(C(=O)C2CC(=O)N(C3CC3)C2)CC1 (stereo unspecified)	-4%	1%	0%	5%	/	3	2%	1%	2%	1%	-25%
O=C(NC1CC1)C1CCN(C2CCN(C(=O)Cc3ccc(F)cc3)CC2)CC1	6%	2%	0%	8%	-14%	-17	-18%	?	3%	3%	-3%
CS(=O)(=O)c1ccc2nc(NC(=O)CN3CCOCC3)sc2c1	-5%	0%	6%[1.91 µM]	-6%	-1%	1	0%	0%	-2%	-2%	5%
COC(=O)c1cc(=O)n(Cc2ccc(OC)c(OC)c2)c(=Nc2ccc(F)cc2)s1	-3%	-2%	?	?	7%	-1	6%	3%	?	0%	0%
CC1CCCN(S(=O)(=O)c2ccc(NC(=O)C3CC(=O)N(c4ccccc4)C3)cc2)C1 (stereo unspecified)	1%	0%	31%	?	56%[activator]	-5	8%	1%	-11%	-6%	-1%
CCOc1ncccc1C(=O)N1CCN(C(=O)c2ccccc2)CC1	-28%	0%	-29%	-8%	13%	1	-2%	-2%	3%	/	-1%
CSc1ccc(C(=O)C2CCCN(C(=O)c3csc(C(C)=O)c3)C2)cc1 (stereo unspecified)	-1%	-7%	5%	3%	-4%	-2	5%	-11%	-7%	-22%	-6%
Cc1c(NC(=O)CN(c2ccccc2)S(=O)(=O)c2ccc(F)cc2)c(=O)n(-c2ccccc2)n1C	-1%	2%	13%	11%	/	-6	-1%	1%	-3%	1%	0%
COc1ccccc1C(=O)NC1CCSc2ccccc21 (stereo unspecified)	2%	0%	5%	-2%	/	4	7%	3%	13%	3%	0%
CC(=O)Nc1ccc(NC(=O)C(C)OC(=O)c2c(NC(C)=O)sc(C)c2C)cc1 (stereo unspecified)	-3%	1%	/	-20%	/	8	-4%	/	/	/	-6%
COc1cccc(N(CC(=O)NCCN2CCOCC2)S(=O)(=O)c2ccccc2)c1	0%	-5%	/	6%	/	14	5%	/	/	/	4%
COc1cccc(OC)c1C(=O)OCC(=O)N(c1ccccc1)C1CCCCC1	0%	-5%	/	?	/	5	23%	/	/	/	4%
COc1ccc(/C=N/NC(=O)c2nnn(-c3nonc3N)c2-c2cccs2)c(OC)c1	-8%	-5%	-26%	8%	/	-6	0%	/	-2%	26%	?
O=C(NCc1nc(-c2ccccc2)no1)c1ccc(Br)o1	-5%	-2%	5%	-5%	-5%	-4	-12%	-1%	2%	-1%	-1%
CN1CCN(c2cc(=O)n(Cc3ccc(F)cc3)c(=O)[nH]2)CC1	0%	0%	-12%	?	2%	-8	0%	1%	-8%	-2%	11%
Cc1ccc(SCCNC(=S)Nc2cc(C)ccc2C)cc1	-6%	-9%	6.3µM*	-14%	1%	4	13%	2%	7.9µM*	-2%	2%
COc1ccc2oc(=O)c(C(=O)n3ccc(C)n3)cc2c1	-1%	11%	-17%	4%	-12%	2	1%	-3%	7%	?	-3%
Clc1ccc(NCc2nnc3n2CCCCC3)cc1	6%	0%	6%	-8%	20%	-24	1%	-2%	4%	-4%	3%
COc1ccc(C(=O)COC(=O)c2ccccc2C(=O)N(C)c2ccccc2)c(OC)c1	18%	23%	/	?	/	-1	9%	/	/	/	?
CC(=O)Nc1cccc(NC(=O)CSc2n[nH]c(-c3ccccc3)n2)c1	0%	-4%	/	27%	/	7	0%	/	/	/	?
Cn1c(=O)c2c(SCC(=O)Nc3ccccc3F)nc(C3CC3)nc2n(C)c1=O	2%	2%	3%	0%	/	-9	-6%	-4%	-1%	-1%	1%
COc1ccc(C2CC(c3cccs3)=NN2C(=O)CSc2nc3ccccc3s2)cc1 (stereo unspecified)	-1%	-2%	?	-17%	-9%	-15	12%	-5%	?	45%[activator]	5%
CSc1ccc(CN2CCC(Cc3ccccc3)CC2)cc1	-5%	7%	-11%	-3%	-3%	?	23%	10%	-3%	-8%	12%
Cc1ccc(-c2nnc(OCCN3CCOCC3)c3ccccc23)cc1	-1%	-9%	6%	-3%	-17%	3	0%	3%	5%	-7%	4%
Cc1cc(NC(=O)CCCN2C(=O)c3cccc4cccc(c34)C2=O)no1	-5%	-3%	6%	-12%	6%	9	-1%	1%	7%	?	-1%
CC(C)N1C(=O)C(Cc2nc3ccccc3c(=O)n2-c2ccccc2)c2ccccc21 (stereo unspecified)	1%	6%	25%	-2%	-23%	-4	7%	-3%	2%	-3%	4%
COc1ccc(C(=O)NC(C)c2csc(C)n2)cc1OC1CCN(C(C)=O)CC1 (stereo unspecified)	-2%	-1%	-20%	-3%	4%	0	-9%	/	-1%	-1%	2%
CCN(CC)CCCNC(=O)CSc1c2c(nc3cc(Cl)ccc13)CCCC2	0%	-6%	11%	?	7%	2	22%	-2%	-11%	99%[activator]	-2%&-1%
O=C(COC(=O)c1cc(S(=O)(=O)N2CCCC2)ccc1O)NCc1ccccc1	2%	2%	/	14%	/	-2	3%	/	/	/	6%
Cc1cc(C)c(C)c(OCCCN(C)C)c1	-6%	3%	-7%	-8%	4%	-14	-2%	3%	1%	-15%	5%
FC(F)(F)c1ccc(N2CCN(c3ncnc4c3nnn4Cc3ccccc3)CC2)nc1	-4%	-3%	-19%	-7%	-2%	-5	0%	2%	-1%	6%	0%
O=C(N/N=C/CCc1ccccc1)C1CCCCC1	0%	2%	1%	12%	0%	4	15%	-23%	-7%	-15%	-9%
COC(=O)CC1C(=O)NCCN1C(=S)Nc1cccc(C(F)(F)F)c1 (stereo unspecified)	-5%	-4%	6%	6%	-1%	1	2%	-3%	7%	-5%	-1%
COc1ccc(OCCOC(=O)c2[nH]c(C)c(C(C)=O)c2C)cc1	1%	4%	?	?	5%	23	-6%	-4%	-10%	/	-18%
Cc1ccc(C(=O)/C=C/c2ccccc2[N+](=O)[O-])cc1	20%	?	-100%	?	8%	-1	0%	0%	4%[10 µM]	8%	8.5µM*
N#Cc1ccccc1S(=O)c1ccccc1C(=O)Nc1ccccc1 (stereo unspecified)	2%	-1%	-22%	-5%	9%	-19	-2%	/	-4%	-8%	1%
O=C(Nc1csc([N+](=O)[O-])c1)Nc1ccccc1Cl	14%	15%	31%	-13%	/	-15	-12%	2%	-29%	?	17µM*
S=c1[nH]nc(-c2ccc(Cl)cc2)n1/N=C/c1ccco1	4%	-11%	3.2µM*	21%	/	-3	-8%	1%	?	-1%	4%
COCCOC1CCN(C(=O)C2CCC(=O)N(CCc3ccccc3)C2)CC1 (stereo unspecified)	0%	-5%	-2%	7%	/	/	-1%	0%	-8%	5%	-2%
COc1cc(C(=O)NCC(=O)NC(C)CCc2ccccc2)cc(OC)c1OC (stereo unspecified)	-5%	2%	-4%	9%	/	-13	-1%	-1%	2%	-1%	2%
CC(C)n1c(N2CCN(C(=O)c3cccs3)CC2)nc2ccccc21	-1%	-1%	-9%	-9%	-2%	-4	3%	0%	-1%	-6%	1%

Screening data from PubChem.
